ABHD5-PLIN5 inh: ABHD5-PLIN5 interaction inhibitors, primary screen, cell lysate, split luciferase complementation, luminescence. Perilipin-5 (Homo sapiens) + 1-acylglycerol-3-phosphate O-acyltransferase ABHD5 (Homo …. Split G. princeps luciferase complementation, 4 h. inhibition, % at 4 µM. 0.78% of 360,000 active. AID 602281, 2012;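 active = inhibition above the mean inhibition across every tested compound plus 3 SD, cut at about 22% in these data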;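 note: 0% = DMSO only wells and the 100% control is not disclosed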
N-glyco inh: increase of ERlucT glycosylation luciferase signal, primary screen, N-linked glycosylation inhibitor project, D54 ERlucT cells, luminescence, set 2; D54 ERlucT glycosylation luciferase reporter, 24 h; percent of 100 nM tunicamycin response; reporter increase, % at 12.5 µM; 0.23% of 360,000 active; AID 588692, 2011;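 active = mean luciferase reporter signal, scaled so untreated is 0 and the glycosylation-blocking control 100, at or above a set limit in every replicate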;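 note: luciferase carries N-glycosylation sites so blocking glycosylation raises the light; 0% = median of neutral control wells and 100% = median of 100 nM tunicamycin wells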
MC4R antagonist: MC4R antagonists of cAMP signaling, primary screen, cell-based, TR-FRET, antagonist arm of biased-ligand search; inhibition, % at 6.5 µM; AID 540295, 2011; 0.48% of 360,000 active; MC4R-expressing cells, MTII-stimulated cAMP, LANCE TR-FRET; Melanocortin receptor 4 (Homo sapiens), P32245;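 active = inhibition above its plate's cutoff, the mean of tested wells on that plate plus 3 SD, cut at about 29% in these data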;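 note: 0% = Melanotan II alone and 100% = Melanotan II plus saturating MCL0020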
Target sequence (P32245 whole entry, looked up): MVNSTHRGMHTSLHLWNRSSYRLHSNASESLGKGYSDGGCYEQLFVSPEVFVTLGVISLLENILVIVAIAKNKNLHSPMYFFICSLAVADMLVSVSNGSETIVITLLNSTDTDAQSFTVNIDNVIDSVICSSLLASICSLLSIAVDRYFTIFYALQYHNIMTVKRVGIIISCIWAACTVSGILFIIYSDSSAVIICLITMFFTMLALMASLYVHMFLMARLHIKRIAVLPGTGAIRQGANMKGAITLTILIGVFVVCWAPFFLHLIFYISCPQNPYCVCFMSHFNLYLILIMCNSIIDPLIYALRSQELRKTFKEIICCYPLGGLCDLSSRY
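Test system: U2OS cells stably expressing human melanocortin 4 receptor (MC4R); also added: Melanotan II challenge; compound: 6.5 µM single dose; timing: 30-min compound preincubation, 1-h Melanotan II challenge, 1-h detection, room temperature; signal: Eu-cAMP/anti-cAMP TR-FRET, emission 671 nm; repeats: one well per compound, no replicates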
MC4R barr agon: MC4R agonists recruiting beta-arrestin, primary screen, cell-based, luminescence, agonist arm of biased-ligand search; 0.98% of 360,000 active; Melanocortin receptor 4 (Homo sapiens), P32245; activation, % at 8.9 µM; U2OS MC4R beta-arrestin complementation; percent of melanotan II response, DMSO zero; AID 540308, 2011;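 active = activation above a per-plate cutoff, the mean activation of sample wells on that plate plus 3 SD, cut at about 8% in these data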
SRC2 inh: inhibition of GAL4-SRC2 driven luciferase reporter, primary screen, SRC2 inhibitor project, cell-based, luminescence. HEK293 GAL4-SRC2 luciferase reporter. inhibition, % at 9 µM. 0.17% of 370,000 active;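 active = inhibition above the mean inhibition of all tested compounds plus 3 SD, set per campaign, cut at about 52% in these data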;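 note: 0% = DMSO treated cells and 100% = cells given Gossypol at 36 µM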
NOD2-RIPK2 inh: NOD2-RIPK2 binding disruptors in cells, primary screen, fluorescence, CHO cells, BLA complementation | CCF4 ratio | inhibition, % at 4.98 µM | 0.38% of 360,000 active; in the data active = inhibition above about 21%;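 note: 0% = vehicle only and 100% = reference blocker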
Target sequence (O43353 whole entry, looked up): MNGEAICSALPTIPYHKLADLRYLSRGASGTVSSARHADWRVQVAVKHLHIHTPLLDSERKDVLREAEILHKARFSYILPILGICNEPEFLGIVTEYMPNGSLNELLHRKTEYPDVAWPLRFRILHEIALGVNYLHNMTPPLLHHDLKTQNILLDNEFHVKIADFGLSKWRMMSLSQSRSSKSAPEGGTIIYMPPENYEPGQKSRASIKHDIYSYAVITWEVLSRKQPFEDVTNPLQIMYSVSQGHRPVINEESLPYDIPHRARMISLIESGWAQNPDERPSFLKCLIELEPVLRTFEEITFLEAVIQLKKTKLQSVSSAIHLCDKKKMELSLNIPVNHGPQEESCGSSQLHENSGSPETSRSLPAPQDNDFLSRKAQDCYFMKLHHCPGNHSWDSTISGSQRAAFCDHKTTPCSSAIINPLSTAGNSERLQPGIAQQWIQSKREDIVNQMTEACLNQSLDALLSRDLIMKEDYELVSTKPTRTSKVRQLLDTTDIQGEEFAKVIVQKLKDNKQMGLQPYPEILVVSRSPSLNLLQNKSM
HTR2A ag: mouse Htr2a agonists via beta-arrestin recruitment, primary screen, cell-based, luminescence | 5-hydroxytryptamine receptor 2A (Mus musculus), P35363 | 0.66% of 360,000 active | AID 624169, 2012 | activation, % at 7.6 µM | CHO-K1 mHTR2A beta-arrestin complementation; percent of 30 µM serotonin response;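 active = activation above a run cutoff, the mean activation of all tested compounds plus 3 SD, cut at about 14% in these data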;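 note: 0% = plate median of compound wells and 100% = 30 µM serotonin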
ABCB6 inh 2: ABCB6 transporter inhibitors, primary screen, K562-ABCB6 cells, flow cytometry, MLPCN library | AID 602162, 2011 | 0.19% of 360,000 active | fluorescence ratio to DMSO, % at 10 µM | K562-ABCB6 porphyrin accumulation, 1 h; active compounds read low;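 active = fluorescence ratio to DMSO below 75%, the collection mean minus 3 SD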;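 note: signal is porphyrin accumulated inside mitochondria; 100% equals median channel fluorescence of DMSO control wells; lower ratio means ABCB6 inhibition with less porphyrin fluorescence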
H9c2 protect: cardioprotection against H2O2-induced cell death, primary screen, uHTS, H9c2 cells, ATPLite luminescence | 0.63% of 360,000 active | H9c2 cardiomyocytes, H2O2 injury protection, 2 h | protection from H2O2 cell death, % at 20 µM | AID 588492, 2011;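 active = compounds giving at least 50% protection of heart cells from peroxide-induced death in the single-dose screen, raw or plate-pattern-corrected value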;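 note: 0% = DMSO wells with peroxide and 100% = DMSO wells without peroxide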
TLR9-MyD88 block: inhibitors of TLR9-MyD88 association in cells, primary screen, cell-based, CHO, BLA complementation, fluorescence | Toll-like receptor 9 (Homo sapiens) + Myeloid differentiation primary response protein … | CCF4 FRET ratio | inhibition, % at 4.98 µM | 0.21% of 340,000 active;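 active = inhibition above the mean over all tested compounds plus 3 SD, cut at about 21% in these data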;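 note: 0% = DMSO only wells and 100% = clavulanate BLA inhibitor control wells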
* = called active by the depositor; x = no result given. Only part of the results is shown. The share of hits here may be higher or lower than overall.

SMILES	ABHD5-PLIN5 inh	N-glyco inh	MC4R antagonist	MC4R barr agon	SRC2 inh	NOD2-RIPK2 inh	HTR2A ag	ABCB6 inh 2	H9c2 protect	TLR9-MyD88 block
COc1ccc(/C=C/C(=O)c2ccc(OC)cc2OC)c(OC)c1	-3	-3	5	-1.6	-5	1	-4	98	-10	-3
CN(C)CCCN(C(=O)COc1ccccc1)c1nc2ccc(F)cc2s1	6	0	2	-0.1	-15	8	-2	95	11	5
COc1ccccc1OCCCOc1ccc(/C=C2\SC(=O)NC2=O)cc1OC	6	1	11	2.4	-31	-2	-4	101	2	1
O=C(CN1CCN(C(=O)N2CCOCC2)CC1)Nc1ccc(Br)cc1	-3	2	-4	-1.1	25	-3	5	88	-1	1
CN1CCN(CC(C)(C)NS(=O)(=O)c2ccc(Cl)cc2)CC1	1	-1	4	-0.1	-18	3	-7	101	5	-1
Cc1csc(SCC(=O)Nc2ccc(C)c(F)c2)n1	6	0	4	-0.6	-54	-13	-13	96	-7	1
O=C(NCCCN=C1NS(=O)(=O)c2ccccc21)c1ccc(Cl)cc1	2	1	8	-2.1	3	-10	-8	100	-2	-25
COc1cc(NC(=O)c2[nH]cnc2C(N)=O)cc(C(=O)Nc2cccc(C(F)(F)F)c2)c1	-16	0	13	1.8	x	-6	1	86	-8	4
NS(=O)(=O)c1cc(C(=O)OCC(=O)c2ccccc2)c(Cl)cc1Cl	2	3	-5	-2.5	-10	-11	3	98	9	2
Cc1nc2ccc(C(=O)N/N=C/c3ccccc3O)cc2[nH]1	-1	-3	2	-0.1	-15	7	-7	96	45	8
COc1ccc(CNC(=O)/C=C/C(=O)O)cc1OC	0	1	8	-1.8	10	-23	4	99	6	-2
CCn1c(SCC(=O)NNC(=S)Nc2ccc(C)cc2)nnc1-c1ccc(Cl)cc1	-2	1	1	-1.9	3	0	0	96	-1	-4
COc1cc(NC(=O)Cn2cnc(S(=O)(=O)N3CCc4ccccc43)c2)cc(OC)c1OC	0	1	18	-2.6	-16	-11	2	93	5	-6
CCOC(=O)C1CCN(S(=O)(=O)c2ccc(CC)cc2)CC1	0	-1	4	0.5	-34	-3	0	95	-1	-14
CCc1ccc(OCCCC(=O)Nc2cccc(C(=O)O)c2)cc1	4	0	-1	2.8	-45	-7	4	98	-4	-3
CCCNC(=O)c1ccccc1NC(=O)c1ccccc1N(C)S(=O)(=O)c1ccccc1	-5	1	0	-1.3	8	5	-3	104	14	-3
COc1ccccc1/C=N/NC(=O)CCSc1ccccc1	1	-2	0	-0.2	-2	-2	-4	99	-2	-1
COc1cccc(/C(O)=C2/C(=O)C(=O)N(CCN(C)C)C2c2ccc(Br)cc2)c1 (centres undefined)	-6	3	2	1.5	-3	1	3	90	3	2
CNC(=O)C1CCCN1S(=O)(=O)c1ccc(OC)cc1 (centres undefined)	-1	-1	8	-1.8	-16	-11	4	94	-14	13
CC(C)C(=O)Nc1ccc(C(=O)CSc2nnc(C3CC3)n2C2CC2)cc1	-1	-1	-1	0.1	11	6	-2	94	-5	0
Cc1ccc(C)n1-c1cccc(S(=O)(=O)N2CCOCC2)c1	4	2	15	0.8	7	10	1	96	-1	-1
O=c1c(Cl)c(NCCO)cnn1-c1cccc(Cl)c1	-2	1	-2	-2.5	-36	0	2	101	14	-9
O=C(O)CCN1CCN(S(=O)(=O)c2ccc3ccccc3c2)CC1	2	2	-1	-0.3	-11	4	9	99	0	-10
CCOc1ccc(S(=O)(=O)N2c3ccccc3CC2C)cc1 (centres undefined)	-3	19	-27	-2.4	-13	7	2	96	-13	9
CC(C)(C)c1cc(C(=O)NNc2cccc(Cl)c2)n(Cc2ccccc2)n1	-4	-12	8	6.9	-12	7	0	100	-2	-7
COc1cc(OC)c(NC(=O)Cc2ccc(OC)c(S(=O)(=O)N3CCOCC3)c2)cc1Cl	-1	0	18	1.9	-11	-11	-3	96	-3	-12
CC1(C)CC(=O)C(C=Nc2ccc3cn[nH]c3c2)=C(O)C1	-2	3	5	-1.2	6	-1	8	99	1	-4
CCCC(c1nnnn1Cc1cccs1)N1CCN(C)CC1 (centres undefined)	6	0	-3	0.2	-2	-17	-1	96	-1	1
CCOC(=O)c1cc2c(ccn2C)n1CC(=O)N(CC)CC	-4	2	20	-0.9	-21	8	2	105	1	-15
CCOC(=O)C1CCN(C(=O)C2CCN(c3nnc(-n4cccc4)s3)CC2)CC1	6	0	1	-3.4	-3	5	12	95	0	0

Single records, as listed above. Screens in order: ABHD5-PLIN5 inh	N-glyco inh	MC4R antagonist	MC4R barr agon	SRC2 inh	NOD2-RIPK2 inh	HTR2A ag	ABCB6 inh 2	H9c2 protect	TLR9-MyD88 block
O=C(CN1CCN(C(=O)N2CCOCC2)CC1)Nc1ccc(Br)cc1 in the list: -3	2	-4	-1.1	25	-3	5	88	-1	1
CCOC(=O)c1cc2c(ccn2C)n1CC(=O)N(CC)CC in the list: -4	2	20	-0.9	-21	8	2	105	1	-15
CCn1c(SCC(=O)NNC(=S)Nc2ccc(C)cc2)nnc1-c1ccc(Cl)cc1 in the list: -2	1	1	-1.9	3	0	0	96	-1	-4
COc1cc(NC(=O)c2[nH]cnc2C(N)=O)cc(C(=O)Nc2cccc(C(F)(F)F)c2)c1 in the list: -16	0	13	1.8	x	-6	1	86	-8	4

(more compounds)
SMILES	ABHD5-PLIN5 inh	N-glyco inh	MC4R antagonist	MC4R barr agon	SRC2 inh	NOD2-RIPK2 inh	HTR2A ag	ABCB6 inh 2	H9c2 protect	TLR9-MyD88 block
COc1ccc2[nH]c3c(c(=O)c2c1)CCCC3	7	-2	x	x	-7	1	1	103	3	x
N#Cc1ccccc1COc1cccc2c1CCCC2O (centres undefined)	-2	-1	7	-1.5	-10	-8	-3	81	-7	3
Cc1ccc(S(=O)(=O)N2CCN(S(=O)(=O)c3ccccc3Br)CC2)cc1	3	0	-2	-1.0	13	-10	1	99	-6	-1
COc1ccc(S(=O)(=O)N2CCOCC2)cc1C(=O)N1CCCCCC1	-1	x	0	-0.5	-22	-1	1	105	-2	3
O=S1(=O)N[C@@H](c2ccccc2)COc2cc(Br)ccc21	-5	0	-1	-1.4	-19	6	2	101	-2	1
CCOc1cc(S(=O)(=O)N2CCCC2)ccc1Cl	11	1	2	1.7	-21	-10	-3	97	0	0
COc1ccc(NC(=O)Cc2nnc(SCC(=O)Nc3ccc(F)cc3)n2C)cc1	-6	0	8	0.2	35	-13	-1	98	-2	-3
Nn1c(SCc2cccc3ccccc23)nnc1-c1ccco1	4	7	1	-1.1	-8	0	0	93	5	4
COc1cccc(COC(=O)c2cc(S(=O)(=O)N3CCCCC3)ccc2N2CCOCC2)c1OC	3	-4	5	-3.1	2	-16	10	97	-3	2
O=C(Cn1ncc2c([nH]c3ccccc32)c1=O)NCC1CCN(Cc2ccccc2F)CC1	5	-2	4	-0.5	1	4	-2	96	7	2

3 compounds picked at random from the list so far:
SMILES	ABHD5-PLIN5 inh	N-glyco inh	MC4R antagonist	MC4R barr agon	SRC2 inh	NOD2-RIPK2 inh	HTR2A ag	ABCB6 inh 2	H9c2 protect	TLR9-MyD88 block
CCOC(=O)C1CCN(S(=O)(=O)c2ccc(CC)cc2)CC1	0	-1	4	0.5	-34	-3	0	95	-1	-14
COc1ccc2[nH]c3c(c(=O)c2c1)CCCC3	7	-2	x	x	-7	1	1	103	3	x
COc1ccc(CNC(=O)/C=C/C(=O)O)cc1OC	0	1	8	-1.8	10	-23	4	99	6	-2

Continuation:
SMILES	ABHD5-PLIN5 inh	N-glyco inh	MC4R antagonist	MC4R barr agon	SRC2 inh	NOD2-RIPK2 inh	HTR2A ag	ABCB6 inh 2	H9c2 protect	TLR9-MyD88 block
Cc1cccc(CNC(=O)CCCn2nc(C)c3c(C)n(-c4ccccc4)nc3c2=O)c1	-12	0	4	-0.8	-57	-7	-10	100	-1	4
O=C(CN1C(=O)C2C3C=CC(C3)C2C1=O)Nc1nc2ccccc2[nH]1 (centres undefined)	-3	1	1	-2.4	-75	-5	-5	96	32	-6
CCC(c1nnnn1C(C)(C)CC)N(CCN1CCOCC1)Cc1cc2cc(C)ccc2[nH]c1=O (centres undefined)	1	-1	7	-0.9	-16	2	2	94	2	0
Cc1c(C(=O)NC2CCCC2)oc2ccccc12	-2	-2	-3	-1.4	-62	-4	-4	97	-3	-7
OC12CC3C[C@H](C1)C(N1CCOCC1)[C@@H](C3)C2 (some centres undefined)	6	2	21	-1.3	14	2	1	103	2	-13
Cc1ccc(CS(=O)(=O)CCC(=O)NC2CC2)cc1	1	2	15	1.1	-50	2	2	101	1	1

Source: PubChem BioAssay
